# TRPN1 ag – zebrafish TRPN1 channel agonists, primary screen, cell-based, HEK293, calcium fluorescence; 220,000 tested, 0.18% active; activation, % at 3 µM; transient receptor potential cation channel N1 (TRPN1/NompC), Danio rerio; HEK293 zebrafish TRPN1-YFP, Fluo-8 calcium fluorescence; 100% = response to 87 µM carbachol; AID 1424, 2008;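 active = activation above its plate's cutoff, the mean activation of test wells on that plate plus 3 SD, cut at about 19% in these data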;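 note: 0% = DMSO alone and 100% = 87 µM carbachol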
#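 Material: zebrafish TRPN1-YFP in HEK293 cells. Doses: one dose of 3 µM, 0.3% DMSO. Incubation: dye 1 h 37 °C plus 30 min RT. Measured by: intracellular calcium fluorescence with Fluo-8.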
# NPY-Y1 PAM-ag – NPY-Y1 receptor potentiators or agonists, primary screen, cell-based; 220,000 tested, 0.37% active; activation, % at 3.6 µM; NPY-Y1 expressing cells, potentiator/agonist activation; Neuropeptide Y receptor type 1 (Homo sapiens), P25929; in the data active = activation above about 33%, passing the limit was not always enough;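 note: cells stimulated with NPY at EC10 then isoproterenol at EC100; 0% = low agonist plus stimulus and 100% = saturating agonist plus stimulus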
# PPC-1+TRAIL kill – compounds killing PPC-1 cancer cells with TRAIL present, primary screen, TRAIL potentiator project, ATPLite luminescence, uHTS; PPC-1 cells + TRAIL, ATPLite viability luminescence; cell killing (% activity), % at 4 µM; 220,000 tested, 0.41% active;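 active = cell killing above 50% in the first pass at 4 µM, then a duplicate retest at 5 µM averaging 50% or more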;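 note: plate controls were cells with TRAIL plus DMSO for no effect and medium-only wells lacking cells for full effect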
# 14-3-3 Bad PPI – inhibitors of 14-3-3 zeta/Bad binding, primary screen, biochemical, TR-FRET, bovine 14-3-3 zeta. 220,000 tested, 0.71% active. 14-3-3 protein zeta/delta (Bos taurus), P63103. AID 781, 2007. inhibition, % at 21.7 µM. TR-FRET 14-3-3zeta/Dy647-pBad peptide displacement, 1 h;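 active = inhibition above about 70%, limit read from the data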;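 note: 0% = full 14-3-3 plus peptide FRET controls and 100% = background without 14-3-3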
# Target sequence (P63103 whole entry, looked up): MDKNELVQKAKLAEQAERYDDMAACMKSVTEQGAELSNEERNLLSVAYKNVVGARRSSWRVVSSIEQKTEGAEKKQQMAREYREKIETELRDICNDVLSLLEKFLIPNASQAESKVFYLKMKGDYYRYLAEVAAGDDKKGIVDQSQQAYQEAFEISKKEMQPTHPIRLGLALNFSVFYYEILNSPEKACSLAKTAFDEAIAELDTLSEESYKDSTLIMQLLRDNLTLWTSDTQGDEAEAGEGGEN
# CHOP inh – inhibitors of CHOP promoter induction, primary screen, cell-based, unfolded protein response, luciferase reporter | CHO-K1 CHOP-promoter luciferase, tunicamycin-induced, 15-18 h | inhibition, % at 10 µM | 220,000 tested, 3.8% active;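 active = compounds that reduced the stress-induced luciferase reporter signal by more than about 70% of percent inhibition, limit read from the data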;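 note: 0% = tunicamycin plus vehicle and 100% = wells without tunicamycin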
# TRPML3 agonist – human TRPML3 channel agonists, primary screen, cell-based, HEK293 TRPML3-YFP, Fluo-8 calcium fluorescence, 3 µM; Mucolipin-3 (Homo sapiens), Q8TDD5; AID 1448, 2008; 220,000 tested, 0.29% active; activation, % at 3 µM; 100% = the carbachol control signal;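 active = activation above its plate's cutoff, the mean activation of the plate's test wells plus 3 SD, cut at about 12% in these data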;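 note: 0% = DMSO only wells and 100% = carbachol wells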
# Target sequence (Q8TDD5 whole entry, looked up): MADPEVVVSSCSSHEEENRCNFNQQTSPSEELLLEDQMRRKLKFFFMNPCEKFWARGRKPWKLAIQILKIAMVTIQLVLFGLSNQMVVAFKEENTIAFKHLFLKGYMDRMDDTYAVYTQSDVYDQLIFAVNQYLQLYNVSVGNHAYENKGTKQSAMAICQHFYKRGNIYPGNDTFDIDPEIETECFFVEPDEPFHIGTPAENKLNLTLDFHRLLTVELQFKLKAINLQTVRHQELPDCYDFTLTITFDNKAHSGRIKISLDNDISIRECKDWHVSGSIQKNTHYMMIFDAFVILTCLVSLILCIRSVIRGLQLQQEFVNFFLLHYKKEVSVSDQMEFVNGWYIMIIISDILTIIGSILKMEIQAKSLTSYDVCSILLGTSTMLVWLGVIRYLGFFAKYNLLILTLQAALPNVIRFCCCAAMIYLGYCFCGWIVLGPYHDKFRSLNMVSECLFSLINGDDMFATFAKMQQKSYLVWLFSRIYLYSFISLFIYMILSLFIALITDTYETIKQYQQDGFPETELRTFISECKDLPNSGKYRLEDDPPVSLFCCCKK
#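 Test system – HEK293 line with stable expression of human TRPML3-YFP channel · Control set – carbachol 87 µM final as high control (100%), DMSO as low control (0%) · Signal – Fluo-8 calcium dye fluorescence, ex 470-495, em 515-575 nm · Incubation – 1-h 37 °C dye load, 5-s basal, 120-s post-compound reads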
# NPY Y1 blocker – NPY-Y1 receptor antagonists, primary screen, cell-based; Neuropeptide Y receptor type 1 (Homo sapiens), P25929; HEK293-CNG Y1 cells, membrane potential fluorescence; NPY at EC95, then isoproterenol; inhibition, % at 3.6 µM; 200,000 tested, 1% active;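 active = inhibition above the campaign mean inhibition of all tested compounds plus 3 SD, cut at about 20% in these data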;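 note: 0% = DMSO wells given NPY plus isoproterenol and 100% = isoproterenol alone without NPY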
#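 Material: HEK293 cells with Y1 receptor plus CNG channel; times: compound incubation 1 h at room temperature, readout 45 min post-stimulation; signal: fluorescence, membrane potential probe; read-out basis: fluorescence ratio normalized to % inhibition between controls; benchmarks: full-block control isoproterenol-only wells, zero-block control NPY plus isoproterenol wells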
# EP2 antag – human EP2 receptor antagonists, primary screen, TR-FRET cAMP, C6 glioma cells | Prostaglandin E2 receptor EP2 subtype (Homo sapiens), P43116 | inhibition, % at 25 µM | C6 glioma cells expressing human EP2; cells stimulated with saturating PGE2 | 260,000 tested, 0.52% active;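 active = percent inhibition above 40 after rounding to a whole number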;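 note: rat C6 glioma host cells with rolipram phosphodiesterase inhibitor present; the protocol text gives 20 µM as final concentration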
# EP2 mod – EP2 receptor modulators, cAMP readout, primary screen, cell-based, HTRF cAMP, PGE2 stimulation | EP2-expressing cells, cAMP HTRF FRET, PGE2 co-stimulation | induction, % at 25 µM | Prostaglandin E2 receptor EP2 subtype (Homo sapiens), P43116 | 260,000 tested, 0.83% active;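 active = compounds whose cAMP rise, as percent of the full-agonist control response, exceeds 60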;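 note: rat C6 glioma line stably carrying human EP2 under a CMV promoter; the protocol text gives 20 µM as final concentration; 100% = response of wells given 1 µM PGE2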
# * hit, by the source's call; . = not tested or not shown; [ ] = dose if it differs, or a comment.
SMILES,TRPN1 ag,NPY-Y1 PAM-ag,PPC-1+TRAIL kill,14-3-3 Bad PPI,CHOP inh,TRPML3 agonist,NPY Y1 blocker,EP2 antag,EP2 mod
O=C(CN1CCCC1)OCCCc1ccccc1,0.2,10.2,23.4,-8.3[fluorescence artefact?],14.7,1.0,-0.6,9.5,10.3
Clc1ccccc1-c1nc(N/N=C/c2cccnc2)c2ccccc2n1,-0.4,-11.0,-3.8,-10.6,36.2,-0.9,-3.9,10.7,15.9
COc1ccc(N2CCN(C(=O)CCCCCn3c(=O)[nH]c4ccsc4c3=O)CC2)cc1,-0.4,-2.3,3.8,6.7,-0.4,0.8,-1.4,6.2,-15.4
Cn1c(Cc2cccc3ccccc23)nnc1SCC(=O)N1CCN(c2ccccc2)CC1,8.1,-4.6,17.7,-8.2,34.5,2.6,-9.4,0.1,4.6
O=S(=O)(NCc1ccccc1)c1ccc(Br)c2nsnc12,-0.3,1.9,13.4,-1.4,13.5,0.2,.,10.2,-40.8
Cc1cccc(CNc2ccc(C(CC(N)=O)NC(=O)Cc3cccc4ccccc34)cc2[N+](=O)[O-])c1 (configuration not stated),.,.,14.3,4.0,104.9*,.,.,22.8,0.7
Cc1cc(C)c2nc(N3CCC(C(=O)N4CCN(c5ncccn5)CC4)CC3)sc2c1,-1.2,-18.5,13.0,-3.7,7.0,0.1,7.7,15.1,7.8
Cc1noc(C)c1COc1ccc(C(=O)OCC(=O)NCc2ccccc2Cl)cc1,0.2,7.4,3.3,5.6,20.0,0.5,0.9,5.4,-7.4
CCc1ccc(C2=NN(CCC(=O)NC3CC3)C(=O)CC2)cc1,-1.3,-19.6,-8.1,1.5,59.3,-0.3,-2.0,3.3,-0.3
O=c1oc2cc(Oc3ccc(C(F)(F)F)cc3[N+](=O)[O-])ccc2c2c1CCC2,-2.5,13.5,3.9,-5.9,4.5,1.1,2.9,8.3,-13.8

# Reprinted from the part before: two compounds, followed by the next part.
SMILES,TRPN1 ag,NPY-Y1 PAM-ag,PPC-1+TRAIL kill,14-3-3 Bad PPI,CHOP inh,TRPML3 agonist,NPY Y1 blocker,EP2 antag,EP2 mod
CCc1ccc(C2=NN(CCC(=O)NC3CC3)C(=O)CC2)cc1,-1.3,-19.6,-8.1,1.5,59.3,-0.3,-2.0,3.3,-0.3
O=c1oc2cc(Oc3ccc(C(F)(F)F)cc3[N+](=O)[O-])ccc2c2c1CCC2,-2.5,13.5,3.9,-5.9,4.5,1.1,2.9,8.3,-13.8
Cc1ccc(OCCOCCn2ccnc2)c(Br)c1,2.2,-1.5,8.2,40.8[fluorescence artefact?],13.0,0.5,6.6,8.9,-60.2
CCOC(=O)c1nnc2c(Br)c(-c3ccccc3)nn2c1C,-0.7,-17.7,17.4,5.7[fluorescence artefact?],17.6,0.1,15.9,6.0,20.0
COc1ccc(NC(=O)c2ccc(S(=O)(=O)N3CCOCC3)cc2)c(OC)c1,-0.2,3.8,8.9,-10.3,4.7,0.7,1.3,4.9,-25.2
COC(=O)c1cc(OC)c(OC)cc1NC(=O)c1c(C)noc1C,-0.6,-5.7,.,.,.,0.8,3.2,.,.
COC(=O)c1cn(C(C)C(=O)NCc2ccco2)c2ccccc12 (configuration not stated),-0.1,13.7,2.3,3.0[fluorescence artefact?],0.4,-0.1,3.3,9.0,30.9
COc1cccc(CN2CCNC(=O)C2CC(=O)NCCc2nc(C)c(C)s2)c1OC (configuration not stated),-1.3,5.8,.,-6.9,-5.5,-1.0,3.7,5.6,15.1
Cc1cc(C)nc(N2CCCC(C(=O)NCCc3ccccc3F)C2)n1 (configuration not stated),0.3,18.1,13.9,1.9,31.1,-0.2,5.2,2.9,-24.6
CC(C)Nc1ccc(C(CC(N)=O)NC(=O)Cc2ccc(Cl)cc2)cc1[N+](=O)[O-] (configuration not stated),.,.,34.7,-7.1,-18.9,.,.,6.6,-1.4
O=C(CNC1CCCCC1)NCC1(c2ccccc2)CCCC1,-1.3,2.6,6.6,-3.6,30.7,1.3,-0.1,4.5,-35.7
Cc1cc(C(=O)CSc2cccc[n+]2[O-])c(C)n1-c1ccc(OC(F)F)cc1,6.2,19.4,15.6,6.3,-6.1,1.2,.,2.2,-25.4
COc1ccc(NC(=O)c2cccnc2)c([N+](=O)[O-])c1,-1.1,16.9,5.8,9.4,17.5,0.9,0.8,7.3,-11.4
Cc1cc(=O)[nH]c(SCCCOc2ccc3c(c2)CCC3)n1,-0.5,-15.2,-1.9,-11.0,22.8,0.1,7.5,5.6,21.4
Cc1cccc(NC(=O)CCN2C(=O)C3C4CCC(C4)C3C2=O)c1C (configuration not stated),-1.5,10.6,12.7,11.9,15.7,0.9,4.2,5.8,0.2
COc1cc(CNCCCN2CCOCC2)ccc1OCC(=O)Nc1cccc(C(F)(F)F)c1,1.4,-21.9,8.1,-6.4,-22.9,0.5,2.4,4.6,-27.3
COc1cccc(NC(=O)COC(=O)c2c(F)cccc2F)c1,-0.3,8.0,0.2,-3.4[fluorescence artefact?],-13.1,0.6,-1.6,4.5,-38.5
COC(=O)C(Cc1ccccc1)NC(=O)CNS(=O)(=O)c1ccc(Br)cc1 (configuration not stated),0.8,-15.1,14.6,-14.2,8.9,0.8,-2.7,5.4,4.6
COc1ccc(CN(CCC(c2ccc(F)cc2)C2CCOC(C)(C)C2)C(=O)c2ccco2)cc1 (configuration not stated),0.0,-35.3,21.3,-4.0,14.2,-0.2,21.8*,9.5,0.5
Cc1ccc(S(=O)(=O)NCCCC(=O)C=[N+]=[N-])cc1,0.2,0.6,7.0,-5.5,5.9,-0.1,-8.6,14.3,7.4
Cc1nn(C)c(-c2n[nH]c(=S)n2Cc2ccco2)c1Cl,0.2,-15.8,7.8,-18.3[fluorescence artefact?],19.4,0.8,4.7,7.2,-6.5
CS(=O)(=O)N(CC(=O)NCc1cccnc1)Cc1ccc(Cl)cc1,1.7,-5.4,12.7,-13.7[fluorescence artefact?],2.0,0.0,-0.5,3.7,11.9
Cc1ccccc1NC(=O)c1cc(S(=O)(=O)N2CCOCC2)ccc1F,0.9,1.4,3.8,-3.7[fluorescence artefact?],-2.2,0.5,5.0,0.6,1.6
CSc1nnc(C(C)(C)C)c(=O)n1/N=C/c1ccccc1O,0.2,10.1,1.4,-14.3,-9.0,0.5,.,10.4,8.6
Cc1ccc(-n2ncc(N(C)C)c(Cl)c2=O)cc1,0.1,9.1,22.6,-3.1,28.2,0.1,-1.5,.,5.4
Cc1ccc(NS(=O)(=O)c2cc(C(=O)N3CCCC3)ccc2C)cc1C,-1.0,-34.2,-3.5,0.2,-9.8,-0.3,5.5,6.0,-3.4
Cc1ccc(NC(=O)c2cc(-c3cccs3)nc3ccccc23)nc1,0.3,-79.1,13.2,-2.2,2.9,-0.8,.,9.2,8.6
CC(=O)Nc1ccc2nc(CN3CCC(CO)(CCc4ccccc4)CC3)ccc2c1,0.1,1.2,17.2,3.3,-12.3,0.7,.,4.5,-26.7
CC(CN1C(C)CCCC1C)OC(=O)c1ccc(Cl)cc1Cl (configuration not stated),0.5,-9.3,-9.3,-1.7,3.3,0.1,6.4,2.9,7.0
CN(C)CCCN(C(=O)c1cccs1)c1nc2cc3c(cc2s1)OCO3,2.7,-0.1,4.8,-12.7,-14.0,1.5,3.2,8.3,-46.4
COC(=O)CCN(C(=O)c1ccc([N+](=O)[O-])cc1)c1ccccn1,1.8,-4.0,13.4,4.0,-4.2,-0.2,.,3.0,-24.6
O=C1c2sc3nc4c(c(=O)n3c2C(=O)N1c1ccccc1)CCC4,0.5,-28.7,-2.9,8.3,-76.7,1.1,3.0,-0.3,-20.8
CC(=O)Nc1cccc(-c2csc(Nc3ncccn3)n2)c1,-0.9,6.5,39.9,8.8,0.1,1.3,-4.8,3.7,-81.6
Cc1ccc(NC(=O)Cn2c(-c3ccc(F)cc3)cnc2SCC(=O)Nc2c(C)cccc2C)cc1,0.2,-22.7,0.0,-13.6,81.0*,0.5,3.0,13.3,27.2
CCOC(=O)C1=C(O)C(=O)N(Cc2ccc(C(C)(C)C)cc2)CC1,1.3,4.5,0.6,-1.0,-7.1,0.2,0.6,0.6,-22.0
COCCCNCC(=O)c1c(N)n(Cc2ccccc2)c(=O)n(C)c1=O,0.7,3.0,-3.5,75.2*,-2.5,0.9,-2.6,4.6,10.0
CCCC(=O)c1c(NC)cc(C)oc1=O,1.5,-4.7,9.3,-0.6,4.8,0.0,4.0,2.0,15.9
OCCNCCCCCOc1ccc(F)cc1,1.5,3.7,6.7,2.5,31.0,1.8,6.6,8.2,-2.4
COc1ccc(N2CCN(Cc3nc(Cc4cccc(F)c4)no3)C(C)C2)cc1 (configuration not stated),-0.4,3.7,-4.7,6.9,15.6,0.3,1.1,-0.8,-33.5
CC(C)(C)C1CCc2c(C(=O)NNC(=O)/C=C/C(=O)O)csc2C1 (configuration not stated),1.7,9.3,-10.0,2.8,11.5,0.6,4.3,6.6,6.9
CCCCCCn1c(-c2ccco2)nc2oc3cc(OC)ccc3c(=O)c2c1=O,0.2,2.1,30.4,-5.6,96.3*,-0.4,-0.8,7.4,-9.4
COc1ccccc1-n1c(SC)nc(O)cc1=O,0.6,5.9,1.6,4.2,-16.9,0.0,1.6,9.5,8.9
O=C(O)CCCC(=O)Nc1ccn(-c2ccccc2)n1,-0.5,1.2,7.3,-1.2,1.0,1.0,1.0,14.0,-29.6
COC(=O)c1sccc1NC(=O)/C=C/c1ccc(Cl)cc1Cl,2.5,-2.9,10.9,7.2,1.9,0.5,3.2,6.2,5.2
Cc1nn(CC(=O)O)c(C)c1Cl,-1.1,-39.0,24.3,-3.1[fluorescence artefact?],35.7,0.8,0.5,9.9,8.1
Cc1cccc2cc(CNC3CCCC3)c(Cl)nc12,-0.6,26.0,6.3,-6.1,23.4,0.6,5.9,10.4,-24.2
COc1ccc2c(c1)C1(Nc3ccccc3C(=O)N1c1ccccc1)C(=O)N2 (configuration not stated),1.4,17.3,4.3,24.0,0.0,0.4,-2.0,8.3,-9.4

# Not all compounds are listed, so the mix of outcomes need not match the whole.
